Bioassay records (PubChem)
S3 lipid droplet = qHTS Assay for Lipid Storage Modulators in Drosophila S3 Cells | Drosophila S3 cells, BODIPY lipid droplet fluorescence, 18-24 h; cells fed with added oleic acid | lipid storage change, negative = inhibition, % at the top dose, mostly 46.1 µM; hits show Potency in µM | 320,000 tested, 0.64% active | AID 2685; active means well fitted inhibition curve with a large enough effect in the signal ratio, with a control signal flat, not every such curve was filed as active; inconclusive means small, poorly fitted or top-dose-only effect, or effect the other way, or a change in a side signal; the % refers to the signal ratio
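Laser-scanning cytometry quantifies lipid droplet accumulation (500–530 nm total intensity; droplet/cell object ratio) in oleic acid-fed (400 uM added) Drosophila S3 cells treated with a concentration series. 20 uM Triacsin C defined 100% inhibition.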
S3 lipid droplet cell count max = second read-out of S3 lipid droplet, no call of its own (marks repeat the call); cell number change, %; measured here: cell count max response;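 cells counted by Cell Tracker Red CMTPX staining in the red channel; peak over a dose series mostly up to 46.1 µM; percent activity relative to internal control wells on each plate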
Starred values were filed as active, the others as inactive; i = inactive; ? = inconclusive; / = not tested or not shown; [ ] = another dose, or the depositor's remark. On the % scale 0 is the no-effect control and ±100 the full control effect; potency means the concentration at half of the fitted maximal effect. An excerpt, so the mix of outcomes need not match the whole.

SMILES	S3 lipid droplet	S3 lipid droplet cell count max
Cc1cc(C)n(Cc2cc(C(=O)O)c3ccccc3n2)n1	?	/
Cc1cccn2c(=O)c3cc(C(=O)NC4CCCC4)c(=N)n(CCCN4CCOCC4)c3nc12	?	/
O=C(COC(=O)c1ccccn1)Nc1cccnc1Cl	i[0.0737 µM]	-2.7
O=C(CCNC(=O)Cn1ccc2ccccc2c1=O)NCc1ccc(F)cc1Cl	i	-26.9
Cc1ccc(F)cc1S(=O)(=O)NCc1ccc(N2CCN(C)CC2)cc1	-3.5%	7.7
O=C(COC(=O)c1ccc(S(=O)(=O)N2CCCC2)cc1)Nc1ccc(N2CCOCC2)cc1	-0.9%	2.7
Cc1ccc(-n2ncc(C(=O)N3CCN(C(=O)c4ccco4)CC3)c2C2CCN(C(=O)OC(C)(C)C)CC2)cc1C	28.5%	/
O=C(CNc1cccc2ccccc12)N/N=C/c1ccc(C(=O)O)cc1	1.0%	9.8
COc1ccccc1-c1nnc(SCC(=O)Nc2oc(C)c3c(C)n[nH]c(=O)c23)n1C	?	/
OC1CCCN(Cc2ccc3ccc4cccc5ccc2c3c45)C1 (stereo not drawn)	-1.2%	1.9
Cc1cccc(/C(N)=N/OC(=O)COc2ccc(Cl)c(C)c2)c1	?	/
Cc1ccn2c(CN(C)CCn3nc(C)cc3C)c(C(=O)N3CCCCCC3)nc2c1	?	/
O=C(c1cc(-c2cccc(Cl)c2)on1)N1CCOCC1	i	31.7
C=CCNC(=S)N/N=C(\C)c1ccc(-n2ccnc2)cc1	?	/
COc1cc(OC)cc(C(=O)N2CCC(C(=O)N3CCOCC3)CC2)c1	?	/
CC(C)(O)C#Cc1ccc(C(=O)N2CCN(c3ccc(F)cc3)CC2)cc1	6.0%	2.4
O=C(NNc1cccc(Cl)n1)c1ccccc1CC[N+](=O)[O-]	i	/
O=C(c1ccccc1)c1ccc(OCCCN2CCCC2)cc1	?	/
CCCC(=O)Nc1c(-c2cccs2)c(=O)c2ccccc2n1CC	6.0%	10.2
CC1CC(C)CN(S(=O)(=O)N2CCCC(C(=O)NCCc3ccc(Cl)cc3)C2)C1 (stereo not drawn)	i	-14.9
COc1ccc(C(=O)NCc2cn3cccc(C)c3n2)cc1OC	?	/
C=CCN(C(=O)Cn1c(C(=O)OC)cc2oc(C)cc21)c1ccccc1	-6.5%	-13.0
O=C(c1ccccc1)c1cc[n+]([O-])cc1	0.7%	7.4
CCCCn1c(C)cc2c(c1=O)[C@H]1O[C@](CCCCN3C(=O)c4ccccc4C3=O)(Cc3ccccc31)O2	-7.9%[9.22 µM]	-11.6
CC(=O)Nc1ccccc1C(=O)C(=O)Nc1ccccc1	-3.3%	6.2

Part of the list above, set out differently.
Each structure is followed by: S3 lipid droplet, S3 lipid droplet cell count max
COc1cc(OC)cc(C(=O)N2CCC(C(=O)N3CCOCC3)CC2)c1
→ ?, /
CC(C)(O)C#Cc1ccc(C(=O)N2CCN(c3ccc(F)cc3)CC2)cc1
→ 6.0%, 2.4
O=C(NNc1cccc(Cl)n1)c1ccccc1CC[N+](=O)[O-]
→ i, /
O=C(c1ccccc1)c1ccc(OCCCN2CCCC2)cc1
→ ?, /
CCCC(=O)Nc1c(-c2cccs2)c(=O)c2ccccc2n1CC
→ 6.0%, 10.2
CC1CC(C)CN(S(=O)(=O)N2CCCC(C(=O)NCCc3ccc(Cl)cc3)C2)C1 (stereo not drawn)
→ i, -14.9

Next section.
SMILES	S3 lipid droplet	S3 lipid droplet cell count max
COc1cc(NC(=O)Cc2cccs2)c(C(=O)O)cc1OC	-0.5%	1.0
CN1CCN(CC(O)COc2ccc(S(=O)(=O)N3CCOCC3)cc2)CC1 (stereo not drawn)	?	/
Cc1cc(Oc2ccccc2)nc(SCC(=O)Nc2ccc(Cl)cc2Cl)n1	?	/
COC(=O)c1ccccc1NC(=O)c1onc(C)c1Cl	i	-22.2
CC(=O)Nc1cccc(NC(=O)C2CCCN2C(=O)Nc2cccc(F)c2)c1 (stereo not drawn)	?	/
CC(C)CCNC(=O)CNC(=S)N(CCCN1CCOCC1)Cc1cccs1	15.1%	/
COc1ccccc1N1C(C)=CC(=C(C#N)c2nc3ccccc3s2)C=C1C	6.5%	-1.0
O=C(c1cccc(-n2cccc2)c1)N1CCN(S(=O)(=O)c2ccccc2Br)CC1	?	/
COc1cccc(/C=N/n2c(-c3cc(C)[nH]n3)n[nH]c2=S)c1OC	-0.4%	6.1
Cc1cc(C)n2c(nc3ccccc32)c1C(=O)NN	7.5%	5.5
CSCCC(NS(=O)(=O)c1cc(C(=O)O)ccc1Cl)C(=O)O (stereo not drawn)	-25.2%	-8.5
Cc1cccc(C)c1NC(=O)CN(C)C(=O)/C=C/c1cccs1	26.0%	-17.0
CCc1ccccc1N1C(=O)C2C3C=CC(CC3)C2C1=O (stereo not drawn)	i	19.7
O=c1[nH]c(=O)n(C2CCCO2)cc1Br (stereo not drawn)	?	/
COc1ccc([N+](=O)[O-])cc1N(CC(=O)O)S(C)(=O)=O	?	/
COc1ccc(/C=C/C(=O)c2ccc(Cl)cc2)c(OC)c1	-3.9%	-5.6
Cc1cc(C)cc(N(CCC#N)C(=O)CN2C(=O)NC3(CCCC3)C2=O)c1	i	6.3
CCOc1ccc(N2C(=O)CC(Cc3cc(C)cc(C)c3)C2=O)cc1 (stereo not drawn)	-1.7%	1.8
CCOc1ccc(NC(=O)COc2ccc(C(=O)N3CCC(C(N)=O)CC3)cc2OC)cc1	?	/
C/C(=C/C(=O)N1CCc2ccccc21)C(=O)O	18.3%	-5.4
Cc1ccc(C(=O)CNc2cccc(Cl)c2)cc1	16.6%	-4.1
COc1cc2c(C(=O)N3CCN(c4cccc(Cl)c4)CC3)cn(C)c(=O)c2cc1OC	?	/
Cc1ccc2c(c1)C(C)CC(C)(C)N2C(=O)CN1CCN(C)CC1 (stereo not drawn)	-3.8%	8.3
CCO[C@@H]1OC(C(=O)N2CCN(Cc3ccccc3)CC2)=C[C@H](c2coc3ccccc3c2=O)[C@H]1CCCO	-12.8%	2.1
CCc1ccc(NC(=O)C2CCN(S(=O)(=O)c3ccc4c(c3)NC(=O)C(C)S4)CC2)cc1 (stereo not drawn)	?	/
The list continues.
SMILES	S3 lipid droplet	S3 lipid droplet cell count max
COc1ccc(/C=N/NS(=O)(=O)c2ccccc2)cc1OC	?	/
O=C1CC(C(=O)N2CCN(c3ccccn3)CC2)CN1Cc1ccccc1Cl (stereo not drawn)	21.0%	29.6
Cc1ccc(Nc2nc(CSc3nnc(-c4ccc(F)cc4)n3C)cs2)cc1	?	/
N#CCCN(Cc1ccccc1)C(=O)Nc1ccc2c(c1)CCO2	12.4%	1.3
Cc1nnc(N/N=C/c2c[nH]c3ccccc23)[nH]c1=O	17.7%	/
O=C(c1ccncc1)c1nccn1-c1ccccn1	?	/
O=C1C2C3C=CC(C3)C2C(=O)N1c1ccncc1 (stereo not drawn)	?	/
Cc1cccc(NC(=O)CC23CC4CC(C2)CC(n2nnc(C)n2)(C4)C3)c1	?	/
O=C(COC(=O)/C=C/c1ccc([N+](=O)[O-])cc1)NCC1CCCO1 (stereo not drawn)	8.9%	-13.0
Cc1cccc(C(=O)N=c2c(C#N)cc3c(=O)n4cccc(C)c4nc3n2Cc2ccco2)c1	?	/
CC(=O)c1ccccc1C(=O)N1CCCC(C(=O)c2ccc(C(F)(F)F)cc2)C1 (stereo not drawn)	i	8.0
O=C(COC(=O)Cc1n[nH]c(=O)c2ccccc12)Nc1ncc(Cl)cc1Cl	?	/
COc1cc(C(=O)NCCC(=O)NCCN2CCOCC2)cc(OC)c1OC	?	/
Cc1ccc(C(C(=O)NC2CCCCC2)N(C(=O)c2csnn2)C2CCCC2)o1 (stereo not drawn)	?	/
CCOC(=O)c1cnc2c(CC)cccc2c1NCCN1CCOCC1	i	-12.2
CC1CCN(C(=O)c2ccc3ccccc3c2)CC1	?	/
Cc1cc(C)nc(NS(=O)(=O)c2ccc(NC(=O)CN3C(=O)c4ccccc4C3=O)cc2)n1	6.51µM*	-6.0*
CCOc1cccc(OCCCNCCCOC)c1	?	/
O=C(NCCc1ccccc1)C1CC(=O)N(C2CCCC2)C1 (stereo not drawn)	i	-6.7
CCC(=O)Nc1nc(N)n(-c2ccccc2)n1	?	/
COc1ccccc1N=Nc1[nH]c2ccc(C)cc2c1O	?	/
O=S(=O)(Cc1ccccc1)N1CCCc2ccccc21	3.3%	2.5
COc1ccc(C(=O)NNC(=O)c2cnccn2)cc1[N+](=O)[O-]	3.3%	14.8
CCOc1ccc(C2C(C#N)=C(N)Oc3cc(C)n(Cc4ccco4)c(=O)c32)cc1OC (stereo not drawn)	?	/
Cc1cc(C)c2cc3c(ccn3C3OC[C@H](O)[C@H](O)[C@H]3O)cc2n1 (stereo partly drawn)	?	/

Ordered by value in S3 lipid droplet cell count max (descending): three of the compounds above
SMILES	S3 lipid droplet	S3 lipid droplet cell count max
COc1ccc(C(=O)NNC(=O)c2cnccn2)cc1[N+](=O)[O-]	3.3%	14.8
N#CCCN(Cc1ccccc1)C(=O)Nc1ccc2c(c1)CCO2	12.4%	1.3
O=C(COC(=O)/C=C/c1ccc([N+](=O)[O-])cc1)NCC1CCCO1 (stereo not drawn)	8.9%	-13.0

Other results
SMILES	S3 lipid droplet	S3 lipid droplet cell count max
COc1ccc(C(CNC(=O)C(CCSC)NC(=O)c2ccccc2Cl)N2CCOCC2)cc1 (stereo not drawn)	?	/
O=C(O)CCc1nn2c3ccccc3n(Cc3ccccc3)c2nc1=O	6.0%	8.3
COc1cccc(CNc2ccc3c(c2)CCC3)c1	2.4%	19.4
Cc1nn(C)cc1CN(C)C(=O)c1cc2nc(-c3ccco3)cc(C(F)(F)F)n2n1	5.7%	/
O=C(C1CC1)N(Cc1nc2ccccc2c(=O)[nH]1)Cc1cccs1	-5.8%	-9.5
O=C(O)c1cccc2c1C(=O)c1ccc(N3CCCC3)cc1S2(=O)=O	?	/
O=C(CN(c1ccccc1)S(=O)(=O)c1ccc(F)cc1)NC1CCS(=O)(=O)C1 (stereo not drawn)	?	/
Cc1noc(C)c1C(=O)N1CCN(c2ccccc2O)CC1	?	/
O=C(CSc1nnc(NC(=O)C2CC2)s1)NCc1cccs1	?	/
CCCn1c2ccccc2c2cnn(CC(=O)NCCCN3CCCCC3CC)c(=O)c21 (stereo not drawn)	i	-11.3
Cc1ccc(-n2nnnc2SCn2nnc3ccccc3c2=O)c(C)c1	?	/
COC(=O)CCCCCNc1ccc(C(=O)OC)cc1N	i	/
CC1CCc2sc(C(=O)OCC(=O)NC(C)C)cc2C1 (stereo not drawn)	?	/
CCOC(=O)c1c(CSc2ccc(CC)cc2)oc2ccc(O)c(CN(C)C)c12	?	/
O=C(COC(=O)Cc1cccc(C(F)(F)F)c1)NC1CCS(=O)(=O)C1 (stereo not drawn)	?	/
CC(Oc1ccc(Br)cc1Br)C(=O)Nc1cccnc1Cl (stereo not drawn)	?	/
COCCCNCCOc1cc(C(C)C)ccc1C	?	/
O=C(Cc1ccc(F)cc1)N1CCC2(CC1)NCCc1[nH]cnc12	?	/
CN(C(=O)c1ccccc1)c1ccccc1C(=O)NCCc1ccccc1	?	/
COc1cc(CN2CCC(Cc3ccccc3)CC2)c([N+](=O)[O-])cc1OC	i	21.3
Cc1ccc(C(C)C)c(OCC(O)CN2CCN(CCO)CC2)c1 (stereo not drawn)	2.8%	-0.5
CC(C)(C)NC(=O)COC(=O)c1ccc(Cl)nc1	-0.3%	15.8
CC(C)(C)C(=O)Nc1ccnn1C1CCN(C(=O)c2ccc(Cl)cc2F)CC1	?	/
COc1ccc(N2CCN(C3CCCN(Cc4ccc(F)c(F)c4)C3)CC2)cc1 (stereo not drawn)	8.4%	-8.3
Nc1c(N(CCC2=CCCCC2)C(=O)c2ccc([N+](=O)[O-])o2)c(=O)[nH]c(=O)n1Cc1ccccc1	?	/
The list continues:
SMILES	S3 lipid droplet	S3 lipid droplet cell count max
Cc1ccc(Cl)cc1NC(=S)Nn1cnnc1	?	/
COc1ccc(-c2cc(C(=O)N/N=C(\C)c3cccnc3)c3cc(C)ccc3n2)cc1OC	i	-4.3
CCCS/C(N)=N/N=C/c1cc(C)ccc1O	i	/
CCOc1ccc2[nH]c3c(N4CCc5ccccc5C4)ncnc3c2c1	?	/
Cc1ccc(S(=O)(=O)/N=C(\CN2CCCCC2)N2CCOCC2)cc1	5.7%	1.9
CCC1=C(OC(=O)N(CC)CC)N2C(=O)OC(=NCC(=O)OC)[C@]2(C)[C@H]2C1=CC[C@H]1C(=O)N(CC)C(=O)[C@H]12	-0.9%	-0.2
CC(C)c1ccc(OCc2cccc(C(=O)N/N=C/c3cccnc3)c2)cc1	?	/
Cc1ccc(C(=O)Nc2cc(Cl)ccc2-n2cncn2)o1	?	/
[O-][N+]12CC[N+]([O-])(CC1)c1ccccc12	?	/
COc1ccccc1NC(=O)/C(=C/c1ccncc1)NC(=O)c1ccccc1	?	/
Cc1cc(Cl)ccc1N(CC(=O)N=Nc1c(O)[nH]c2ccccc12)S(C)(=O)=O	i	1.3
COc1ccc(N2CCN(C(=O)c3ccc4c(c3)NC(=O)C(CSCc3cccc(F)c3)N4)CC2)cc1 (stereo not drawn)	i	-4.7
Cc1ccc2cc(CN(CC(C)C)C(=O)C3CCCO3)c(=O)[nH]c2c1 (stereo not drawn)	?	/
Cn1nc(-c2ccc(Cl)cc2)c2cc(C(=O)NCCCN3CCOCC3)sc21	?	/
COCCn1c(C)cc(C(=O)COC(=O)/C=C/c2cccc(OC)c2)c1C	?	/
Cc1onc(-c2ccccc2)c1C(=O)N(Cc1ccco1)Cc1cccs1	?	/
CCOc1ccc(NC(=O)C2CCCN2C(=O)NC2CCCCC2)cc1 (stereo not drawn)	i	-5.1
O=C(N/N=C/c1ccc(Cl)cc1Cl)c1cccc(F)c1	?	/
